# APOBEC3G inh: blocks human APOBEC3G single-stranded DNA deamination | Q9HC16 | recombinant A3G, ssDNA deamination FAM/TAMRA fluorescence | inhibition, % at 20 µM | actives 0.28% (n = 330,000) | AID 493012;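 active = inhibition of at least 40% at 20 µM, with no more than 30% in the related APOBEC3A deaminase screen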;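 also: plate controls were DMSO wells with A3G for no effect and wells lacking A3G enzyme for full effect; some compounds called inactive have numbers as strong as hits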
# CCR6 antagonist: antagonists of human CCR6 receptor. AID 493098. CHO-K1 CCR6 PathHunter beta-arrestin, luminescence, CCL20-stimulated. P51684. inhibition, % at 20 µM. actives 0.49% (n = 340,000);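 active = compounds whose inhibition of the agonist-driven luminescence signal at 20 µM reaches about 50%, limit read from the data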;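 also: cells stimulated with CCL20 at 14 nM final; plate controls were DMSO with CCL20 for no effect and DMSO without agonist for full effect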
# Target sequence (P51684 whole entry, looked up): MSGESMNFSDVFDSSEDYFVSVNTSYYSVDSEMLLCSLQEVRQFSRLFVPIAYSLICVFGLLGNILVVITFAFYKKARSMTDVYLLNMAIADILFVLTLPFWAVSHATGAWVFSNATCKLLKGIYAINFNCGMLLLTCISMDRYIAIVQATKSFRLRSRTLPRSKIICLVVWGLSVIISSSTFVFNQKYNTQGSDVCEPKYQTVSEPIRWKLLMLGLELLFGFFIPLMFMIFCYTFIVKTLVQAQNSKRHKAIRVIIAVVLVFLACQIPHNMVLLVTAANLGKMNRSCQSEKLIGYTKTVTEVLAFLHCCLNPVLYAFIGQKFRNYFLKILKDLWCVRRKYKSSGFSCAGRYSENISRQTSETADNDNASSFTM
# NR3A LBD binder: modulators (binders) of human NR3A ligand-binding domain; NR3A LBD differential scanning fluorimetry, Tm shift; 0% = protein alone, 100% = glycine-bound protein; Tm shift relative to glycine control, % at 25 µM; actives 2.5% (n = 340,000); AID 1259313;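 active = melting temperature shift of at least 10% of the positive control shift, at one fixed dose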
# APOBEC3A inh: human APOBEC3A DNA deaminase inhibition; recombinant A3A, FAM/TAMRA ssDNA deamination fluorescence; inhibition, % at 20 µM; actives 0.41% (n = 330,000);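 active = at least 40% inhibition at 20 µM here, with at most 30% in a related deaminase screen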;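 also: plate controls were A3A with DMSO for no effect and wells lacking A3A enzyme for full effect; some results filed as inactive read as strong as hits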
# Target sequence (P31941 whole entry, looked up): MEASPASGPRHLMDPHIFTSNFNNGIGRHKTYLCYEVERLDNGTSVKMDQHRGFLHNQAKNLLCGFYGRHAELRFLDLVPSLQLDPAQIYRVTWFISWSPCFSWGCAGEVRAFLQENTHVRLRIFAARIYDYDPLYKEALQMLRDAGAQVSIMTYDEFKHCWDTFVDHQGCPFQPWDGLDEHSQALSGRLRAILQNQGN
# CXCR6 block: CXCR6 (human) receptor inhibition. AID 602244. actives 0.36% (n = 360,000). inhibition, % at 20 µM. CHO-K1 PathHunter CXCR6 beta-arrestin, luminescence. O00574; in the data active = inhibition above about 34%, passing the limit was not always enough;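 also: antagonist mode with CXCL16 agonist at 10 nM final; 0% = 10 nM CXCL16 with DMSO and 100% = unstimulated wells without agonist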
# EBI2 block: EBI2 (human) antagonism; EBI2 beta-arrestin recruitment, luminescence, 7a,25-OHC stimulated; actives 0.81% (n = 360,000); AID 651636; inhibition, % at 5 µM; in the data active = inhibition above about 38%;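 also: enzyme fragment complementation signal reports receptor beta-arrestin coupling in cells; 0% = agonist plus DMSO wells and 100% = wells without agonist; some results beyond the cut were filed as inactive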
# Target sequence (P32249 whole entry, looked up, the tested form may be a part): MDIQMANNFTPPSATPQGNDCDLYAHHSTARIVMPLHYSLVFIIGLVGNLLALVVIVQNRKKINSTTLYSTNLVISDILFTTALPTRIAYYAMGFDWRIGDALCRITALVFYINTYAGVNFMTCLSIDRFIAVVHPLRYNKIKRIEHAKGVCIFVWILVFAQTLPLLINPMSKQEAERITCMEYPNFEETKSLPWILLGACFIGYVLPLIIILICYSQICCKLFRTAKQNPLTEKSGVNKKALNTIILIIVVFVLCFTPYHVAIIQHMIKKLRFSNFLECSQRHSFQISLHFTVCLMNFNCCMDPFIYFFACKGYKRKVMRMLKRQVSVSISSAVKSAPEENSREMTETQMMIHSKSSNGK
# MPTP inh: permeability transition pore inhibition | isolated mouse mitochondria, Ca2+ swelling absorbance, 30 min | inhibition, % at 10 µM | actives 1.4% (n = 360,000) | AID 602449;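 active = inhibition of 50% or more, scaled per plate between neutral and stimulator controls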;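 also: 0% = DMSO wells given calcium and 100% = 1 mM EGTA wells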
# Gli-Sufu antag: antagonists of Gli-Sufu signaling; Sufu-KO-LIGHT fibroblasts, Gli luciferase reporter luminescence; inhibition, % at 5 µM; actives 0.74% (n = 340,000); AID 588413;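 active = inhibition above about 55%, limit read from the data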;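 also: 0% = DMSO-treated cells and 100% = wells with medium but no cells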
# An asterisk follows results filed as active; · = not tested or not shown. Rows were taken by chance; 5.8% or so of the library scored in one or more.
item	compound	EBI2 block	APOBEC3G inh	Gli-Sufu antag	CCR6 antagonist	NR3A LBD binder	APOBEC3A inh	MPTP inh	CXCR6 block
1	COc1ccc2c(c1)O/C(=C\c1ccccc1O)C2=O	23	-3	-25	1	3	1	3.0	0
2	O=C(NCC1CCOCC1)c1ccc(OC2CCN(Cc3ccccn3)CC2)cc1	9	-8	7	-11	-2	-2	2.0	-9
3	C/C(Cn1cnc([N+](=O)[O-])n1)=N\NC(=O)c1ccccc1	0	-7	2	-21	1	1	1.0	-2
4	N#CCSc1nnc(-c2ccc(F)cc2)n1N	-7	-9	-26	2	-2	-3	-4.3	-5
5	Cc1nc2c(C)cccn2c1/C(O)=C1\C(=O)C(=O)N(CCN2CCOCC2)C1c1ccncc1 (centres undefined)	-4	-3	-18	11	0	-5	-0.5	-9
6	O=C1NC(c2ccccc2)=C(c2nc3ccccc3s2)C(c2ccc(F)cc2)N1 (centres undefined)	16	2	-12	26	-2	2	3.7	5
7	COC(=O)c1ccc(COC(=O)CNC(=O)CNC(=O)c2ccc(OC)cc2)cc1	6	-5	5	-2	0	-3	1.9	-8
8	CCOC(=O)c1ccc(NC(=O)NCc2c(C)nn(CC)c2C)cc1	0	-6	14	10	0	-3	0.8	0
9	Fc1ccc(C2CC(c3ccccc3)n3ncnc3N2)cc1 (centres undefined)	-6	-7	1	2	-4	-1	-2.9	-5
10	CCCCN=C1NN=C(c2ccc3c(c2)OCCO3)CS1	5	-9	-27	6	0	-4	1.8	2
11	Cc1ccccc1CC1(CO)CCCN(Cc2ccn[nH]2)C1 (centres undefined)	-4	-8	-1	7	0	-3	-0.3	10
12	CC1C(=O)C(C)C(c2cccs2)NC1c1cccs1 (centres undefined)	-1	-3	5	-4	2	3	-0.5	9
13	CN(C)/C=N/c1nc2nccc(-c3cccnc3)n2n1	1	-8	1	8	-1	1	-1.2	-12
14	COc1ccc(CCNC(=O)CCc2cn(C)c3ccccc23)c(OC)c1	10	-5	23	9	2	-3	-1.0	2
15	CCC(CC)C(=O)Nc1cc(C(=O)OC)cc(C(=O)OC)c1	4	-6	-3	4	-1	-3	2.3	-1
16	CCOC(=O)C1=NN(c2ccccc2)C2=NC(C)=C(C(=O)OC)C(c3cccs3)N12 (centres undefined)	27	1	0	11	3	1	1.2	7
17	O=C(NC1CC1)C1CCN(c2nc3ccccc3s2)CC1	-14	-9	-46	1	-2	-4	4.4	-12
18	O=C(CN1CCN(C/C=C/c2ccccc2)CC1)Nc1ccc(F)cc1F	-10	-7	8	23	0	-3	-0.9	-2
19	Cc1ccsc1C1NC(=O)c2ccccc2N1 (centres undefined)	-7	-4	3	5	1	5	5.9	2
20	COc1ccc(C2=NN(C(=O)CN3CCOCC3)C(c3nc4ccccc4[nH]3)C2)cc1 (centres undefined)	-9	1	8	-3	0	4	-1.0	-13
21	COc1ccc(C2=NS(=O)(=O)N(C)C(C(=O)Nc3ccc4c(c3)OCO4)=C2)cc1	2	-4	-22	15	-4	-6	2.1	0
22	CC(=O)Nc1ccc(S(=O)(=O)Nc2cccc3[nH]ncc23)cc1	3	-5	-4	-14	-1	1	-0.2	1
23	COc1ccc(N(C)S(=O)(=O)c2ccc3c(c2)CCN3C(=O)C2CC2)c(OC)c1	4	-2	15	22	1	-1	1.7	-8
24	O=C(NC1CC1)c1cccc(NC(=O)c2cnn(-c3ccccc3)n2)c1	8	-5	-8	7	-2	2	-1.3	-6
25	Cc1ccc(C2N(c3ccc(Cl)c(Cl)c3)C(=O)C3CCCN32)o1 (centres undefined)	-13	-1	-1	-7	0	0	-0.6	0
26	COc1ccc(Cl)cc1NC(=O)CN(C)C(=O)c1cc(-c2ccncc2)nc2ccccc12	-10	0	17	-7	-10	0	-0.3	-15
27	O=C1OC(c2ccccc2)(c2ccc3cc(O)ccc3c2)c2ccccc21 (centres undefined)	25	·	0	25	10*	·	10	2
28	Cc1cccc(Nc2ncnc3nc[nH]c23)c1	1	3	-28	-1	-3	-2	-1.6	-6
29	O=C(CSc1ccc(-c2cccs2)nn1)N1CCCCC1	1	0	-29	-13	1	1	0.8	-2
30	O=C(OC(C(=O)NCc1cccs1)c1ccccc1F)c1ccco1 (centres undefined)	-2	-1	-4	2	-1	1	-0.7	-8
31	COc1ccc(-c2noc(CN3CCCCC3)n2)cc1OC	2	0	-6	-4	-1	3	1.1	3
32	CC(C)(C)OC(=O)NCCCCCNC(=O)c1nc[nH]c1C(=O)NCc1ccc(CNC(=O)OC(C)(C)C)cc1	-39	-3	27	-7	-22	0	2.7	-26
33	CCc1nc(N2CCN(C(=O)CCl)CC2)c2c3c(sc2n1)CC(C)CC3 (centres undefined)	-10	-7	11	-11	-1	-1	-1.4	-12
34	Cc1cccc(NC(=O)c2ccc(COc3ccc(Cl)cc3Cl)o2)n1	6	1	0	8	-9	4	-0.7	1
35	CC(C)(C)NC(=O)N1CCn2cccc2C1c1ccccc1F (centres undefined)	3	6	-13	-2	-3	2	0.1	8
36	Cc1ccc(-n2nnnc2-c2cccs2)cc1[N+](=O)[O-]	2	-3	4	10	1	1	2.7	6
37	C/C(=C/C(=O)O)C(=O)Nc1cccc(C(F)(F)F)c1	-9	-7	-2	-10	1	-2	0.6	-3
38	O=C(COC(=O)c1cccnc1Cl)c1ccc(Cl)cc1Cl	-5	-5	1	21	-1	1	0.2	15
39	CCCC(=O)Nc1nc2ccc(OCC)cc2s1	1	-8	-88	2	4	0	-1.0	-3
40	CC(C)(C)[C@H]1CCC(=O)N([C@H](CC#N)Cc2ccccc2)CC1	5	-6	-11	16	1	-2	-0.6	0
41	CCOC(=O)c1nc(S(C)(=O)=O)ncc1Cl	-15	-7	1	30	1	-6	1.8	29
42	CCCOc1ccc(S(=O)(=O)NCc2ccc(OC)cc2)cc1	6	-7	1	21	-4	-1	4.8	1
43	CCN1C(=O)[C@H]2[C@@H](c3ccc(-c4cc(C(C)=O)cs4)cc3)N[C@@](Cc3ccccc3)(C(=O)OC)[C@H]2C1=O	28	-4	9	5	-3	-3	-0.6	7
44	N#Cc1c(N)c(C(=O)c2ccc(Cl)cc2)n2c1CCC2	-3	-7	-1	7	-1	-6	-1.8	-8
45	Cc1ccc(C(=O)N(CCc2ccccc2)Cc2ccccc2)cc1S(=O)(=O)N1CCOCC1	10	·	9	23	2	·	-0.7	14
46	O=C(NC1CCCC1)c1ccc(S(=O)(=O)N2CCCC2)cc1	-8	-5	4	-1	1	1	0.8	2
47	CCOc1cc2c3c(c1)C(C)CC(C)(C)N3C(=O)C2=O (centres undefined)	-23	-5	-10	-3	-2	-5	-1.8	0
48	COc1cccc2cc(C(=O)NCCN3CCOCC3)oc12	-2	-7	-7	-8	2	-2	-0.5	0
49	CCN(c1ccccc1)S(=O)(=O)c1ccc(OCC(=O)N2CCCC2)cc1	-6	-8	12	0	-1	-4	0.1	-4
50	CC1=C(C(=O)OCCC#N)C(c2cc3c(cc2Br)OCO3)NC(=O)N1 (centres undefined)	-8	9	-5	6	0	1	0.5	2

# (continued)
item	compound	EBI2 block	APOBEC3G inh	Gli-Sufu antag	CCR6 antagonist	NR3A LBD binder	APOBEC3A inh	MPTP inh	CXCR6 block
51	C=CCNC(=O)NC(=O)COC(=O)CC(NC(N)=O)c1ccc(Cl)cc1 (centres undefined)	-12	-1	-12	19	-1	-1	-1.8	3
52	COC(=O)c1cc(S(=O)(=O)NC2CCCCC2)cn1C	2	-9	-19	-1	0	-8	-0.9	-2
53	C/C(CC1(O)C(=O)N(C)c2ccccc21)=N\O (centres undefined)	-5	2	-9	-11	0	-3	0.0	2
54	O=C(OCc1ccc([N+](=O)[O-])cc1Cl)c1cnccn1	-14	1	-3	3	2	4	0.1	-11
55	Cc1cc(SCC#N)nc2ccccc12	-3	-4	33	0	1	3	0.4	-1
56	CC(C)Cn1cc(C(=O)N2CCN(c3ccccn3)CC2)c2c3ccccc3n(C)c2c1=O	11	-5	11	-6	-2	-1	-4.2	6
57	c1ccc2oc(SCc3cn4ccsc4n3)nc2c1	7	-5	-66	9	1	-3	-1.9	-2
58	CC(=O)Nc1ccc(S(=O)(=O)NCCC(=O)Nc2ccc(C)cn2)cc1	-4	-1	-4	5	1	1	-1.4	6
59	Cc1noc(C)c1-c1csc(N2CCC(C(N)=O)CC2)n1	-4	-8	-99	6	1	-5	-0.5	5
60	COc1c(Cl)cnn(-c2ccc(Cl)c(Cl)c2)c1=O	0	-1	13	8	0	0	0.6	-1

# In the list so far, these have two or more sulfur atoms:
item	compound	EBI2 block	APOBEC3G inh	Gli-Sufu antag	CCR6 antagonist	NR3A LBD binder	APOBEC3A inh	MPTP inh	CXCR6 block
12	CC1C(=O)C(C)C(c2cccs2)NC1c1cccs1 (centres undefined)	-1	-3	5	-4	2	3	-0.5	9
29	O=C(CSc1ccc(-c2cccs2)nn1)N1CCCCC1	1	0	-29	-13	1	1	0.8	-2
57	c1ccc2oc(SCc3cn4ccsc4n3)nc2c1	7	-5	-66	9	1	-3	-1.9	-2

# Next section:
item	compound	EBI2 block	APOBEC3G inh	Gli-Sufu antag	CCR6 antagonist	NR3A LBD binder	APOBEC3A inh	MPTP inh	CXCR6 block
61	Cc1cc(=O)oc2cc(NC(=O)C(C)Oc3cccc(Cl)c3)ccc12 (centres undefined)	3	-5	-7	18	-6	5	-0.1	-10
62	CCOc1ccc(C(=S)N2CCOCC2)cc1OC	-2	12	-1	15	1	5	-0.1	2
63	CCOC(=O)N1CCN(C(=O)c2c(-c3ccccc3)noc2C)CC1	-5	-1	-3	5	3	0	-0.7	-3
64	CC(=O)N1CCOCCOCCN(C(C)=O)CCOCC1	-2	-9	-4	4	4	-2	-1.8	-5
65	O=c1[nH]c2ccccc2cc1-c1nnn(-c2ccccc2)n1	-6	-12	-18	9	-1	1	0.6	0
66	Cc1c(C#N)c2ccccc2n1CC(=O)NCc1cccnc1	-2	-5	20	1	-4	-3	0.9	-3
67	CCOc1cc(CNCCCN2CCOCC2)cc(Br)c1OCc1ccccc1Cl	-9	-4	34	15	1	1	100*	-1
68	Cn1nc(C(=O)NC2CCCC2)c2ccccc2c1=O	-3	-9	2	-3	-1	-2	0.3	5
69	Cc1ccc(N(CC(=O)N2CCN(c3ccccc3F)CC2)S(=O)(=O)c2c(C)noc2C)cc1	5	-3	43	22	-1	-2	-1.1	6
70	CC(C(=O)O)C1SC(=O)NC1=O (centres undefined)	-12	0	5	-21	1	4	2.6	4
71	Cc1cccc[n+]1C1C(c2ccccc2)C(C#N)=C(C(=C=[N-])C#N)NC1(O)C1CC1 (centres undefined)	-11	-9	-1	2	0	-2	2.7	-3
72	O=C(CN1C(=O)NC2(CCCCC2)C1=O)N1CCc2ccccc2C1	10	-11	-6	11	-1	-4	1.2	-3
73	CCOC(=O)N1CCN(c2ncnc3scc(-c4ccc(Cl)cc4)c23)CC1	14	-9	3	2	-4	-3	0.4	2
74	Cc1cc(C)cc(N2CC34C=CC(O3)C(C(=O)OCC(=O)NCc3ccco3)C4C2=O)c1 (centres undefined)	1	0	3	15	-1	0	0.7	-2
75	Cc1cc(OCC(=O)NCc2ccccn2)c2c(C)c(Cc3ccccc3)c(=O)oc2c1	6	-5	6	28	-13	0	-1.8	10
76	Nc1ccc(S(=O)(=O)N2CCCC2C(=O)O)cc1 (centres undefined)	5	-1	4	-8	-2	-2	-0.2	-8
77	CCSc1nnc(NC(=O)c2ccccc2)s1	-1	-8	-61	13	-3	-3	-0.1	-6
78	CCC(C)C1/C=C\CC(NC(=O)OCC2c3ccccc3-c3ccccc32)CC(=O)N1Cc1ccccc1 (centres undefined)	15	0	-1	21	1	0	-2.6	1
79	Cc1ccc(S(=O)(=O)NCc2csc(-c3cccs3)n2)cc1	0	-2	3	-9	-2	-3	1.0	-2
80	Cc1cc(=O)n2cccc(O)c2n1	-2	-3	1	-2	-1	-1	-1.1	0
81	Cc1ncc(CN2CCC(CO)(Cc3ccccc3)CC2)s1	-8	-3	7	4	-3	3	0.2	-1

# Screens from PubChem.
